# Assay outcomes deposited in PubChem BioAssay by several laboratories.
# AID2073 = inhibitors of Mint1-CaV2.2 protein interaction, biochemical, HTRF (AID 2073) | HTRF protein-protein interaction, Mint1-CaV2.2; higher % means a stronger effect | 0.19% of 290,000 active | inhibition, % at 20 µM, or IC50 in µM where a hit was titrated; in the data active = inhibition mostly above about 51%, no sharp cut-off; inconclusive = no clear call, values can overlap the other calls; inactive = mostly below about 53%; note: some results filed as inactive read as strong as hits
# WT yeast gro inh = growth inhibition of WT yeast, mitochondrial fusion screen; mitochondrial fusion phenotypic screen, WT strain; inhibition, % at 10 µM; 2.1% of 190,000 active; in the data active = inhibition above about 58%; tested in S. cerevisiae
# LYP inhibition = inhibitors of LYP phosphatase, biochemical, fluorescence intensity, uHTS (AID 1779). recombinant LYP phosphatase, fluorescence intensity; higher % means a stronger effect. 0.054% of 290,000 active. inhibition, % at 11.5 µM; hits with a dose series show IC50 in µM; in the data active = inhibition above about 50%;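 note: plate controls were vehicle with enzyme for no effect and no enzyme for full effect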
# GPR35 arrestin U2OS = GPR35 antagonists blocking zaprinast-driven arrestin recruitment, primary screen, imaging, U2OS, beta-arrestin-GFP, zaprinast agonist (AID 2058). U2OS GPR35 beta-arrestin-GFP translocation imaging, zaprinast antagonism; higher % means a stronger effect. inhibition, % at 10 µM, or IC50 in µM where a hit was titrated. 0.052% of 290,000 active;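 active = inhibition of at least 50% with at least 30 cells and total cytoplasm GFP at most 10,000,000; inconclusive = under 30 cells or total GFP of 10,000,000 plus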
# NTR1 ag = NTR1-driven beta-arrestin-GFP spot formation – imaging, U2OS cells, high content, primary screen (AID 493036); agonist mode; 0.17% of 330,000 active; activation, % at 20 µM; P30989;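 active = activation at or above 40% of the spot to cytoplasm intensity ratio, with at least 20 cells analyzed; inconclusive = wells under 20 cells, flagged as cytotoxic or low count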;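 note: 0% = DMSO without peptide and 100% = 100 nM NTR1 peptide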
# Target sequence (P30989 whole entry, looked up): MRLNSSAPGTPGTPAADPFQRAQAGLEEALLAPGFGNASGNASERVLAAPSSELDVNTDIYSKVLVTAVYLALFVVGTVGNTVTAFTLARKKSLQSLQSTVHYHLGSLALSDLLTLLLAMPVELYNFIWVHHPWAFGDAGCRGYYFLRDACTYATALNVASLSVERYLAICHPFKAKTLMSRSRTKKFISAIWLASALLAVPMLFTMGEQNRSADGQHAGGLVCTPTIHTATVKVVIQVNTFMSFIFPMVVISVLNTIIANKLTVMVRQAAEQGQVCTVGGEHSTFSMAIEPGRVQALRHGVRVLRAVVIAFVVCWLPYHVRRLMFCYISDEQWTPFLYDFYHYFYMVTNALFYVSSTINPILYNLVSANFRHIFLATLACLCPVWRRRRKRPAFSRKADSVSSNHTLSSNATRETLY
# RSV antiviral HEp-2 = inhibition of RSV-induced cytopathic effect – HEp-2 cells, primary 10 µM value included (AID 2391); 0.13% of 310,000 active; HEp-2 cells, RSV-induced CPE inhibition; higher % means a stronger effect; one-dose CPE inhibition, % at 10 µM; IC50 in µM for titrated hits; in the data active = a potency from the dose series; inconclusive = CPE inhibition mostly from about 23% at the one dose, without a potency; inactive = the rest, 99 in 100 with CPE inhibition below about 21%; note: strong numbers were not always called active
# Autophagy HCS = modulators of autophagy; MEF GFP-LC3 puncta imaging; test concentration mostly 10 µM; calls only at 10 µM (by protocol); 0.98% of 190,000 active;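 active = percentage of spot-positive cells more than 3 SD above its plate mean, without a fluorescence outlier flag or 80% toxicity; inconclusive = no clear call, values can overlap the other calls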;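 note: spot-positive cell cutoff set from DMSO-treated cells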
# NS5 inhibitors = Dengue-2 NS5 methyltransferase inhibitors, primary screen, biochemical, confirmation dose response (AID 588689); Dengue-2 NS5 methyltransferase capping enzyme assay, biochemical; higher % means a stronger effect; one-dose inhibition, % at 25 µM; IC50 in µM for titrated hits; 0.3% of 340,000 active; in the data active = a potency from the dose series; inconclusive = inhibition above about 29% without an active follow-up result
# UTI89 phage lysis = inhibition of K1F phage lysis, E. coli UTI89, bacterial capsule biogenesis inhibitors, alamar blue (AID 488966); one-dose inhibition, % at 100 µM; IC50 in µM for titrated hits; 0.02% of 340,000 active; E. coli UTI89 K1F phage lysis, alamar blue, 2 h; higher % means a stronger effect;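 active = phage lysis inhibition, versus mean bacterial control, above a set limit; inconclusive = no clear call, values can overlap the other calls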;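 note: capsule biogenesis inhibitors block K1F phage lysis so surviving cells raise fluorescence; higher fluorescence means more inhibition of phage lysis; actives were called in the ten point dose series up to 300 µM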
# WT yeast gro inh mutant strain = further read-out of WT yeast gro inh, marked with its call; inhibition, %; mitochondrial fusion phenotypic screen, mutant strain inhibition
# Autophagy HCS cell loss 18 h = second read-out of Autophagy HCS, no call of its own (marks repeat the call); toxicity, %; measured here: cell loss, nuclei count;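 cell loss after 18 h compound exposure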
# NTR1 ag cell count 20 µM = recorded beside NTR1 ag, whose call it bears; cell count; measured here: cell count, cytotoxicity flag
# * marks the source's active call; other numbers are inactive results; i = inactive; u = inconclusive; x = not tested or not shown; + = active, no number; [ ] = another dose, or the depositor's remark.
Compound | LYP inhibition | WT yeast gro inh mutant strain | Autophagy HCS | GPR35 arrestin U2OS | NTR1 ag cell count 20 µM | Autophagy HCS cell loss 18 h | NS5 inhibitors | NTR1 ag | RSV antiviral HEp-2 | AID2073 | UTI89 phage lysis | WT yeast gro inh
Cc1c(C(=O)Nc2ccc(Oc3ccccc3)cc2)sc2nc3n(c(=O)c12)CCC3 | 0% | 34* | i | 12% | 36 | 9 | -1% | 8.5 | 2.5% | 6% | -0.5% | 61*
CC(=O)c1sc(NC(=O)COc2ccc(Br)cc2)nc1C | -6% | -8 | i | 18% | 92 | -2 | 9% | -0.9 | 1.3% | 14% | 0.1% | 12
Cc1ccc(C(=O)COC(=O)COc2ccc(C)c(C)c2)cc1 | -4% | x | x | 9% | 63 | x | -3% | 0.5 | 0.4% | -6% | 0.8%[50 µM] | x
COc1cccc(Oc2nc3ncn(Cc4ccccc4)c3c(=O)n2C)c1 | -4% | 6 | i | 2% | 40 | 3 | -3% | 5.6 | 0.8% | 0% | 0.2% | -10
CCO[C@H]1OC(C(=O)Nc2ccccc2)=C[C@@H](c2ccc(Br)cc2)[C@@H]1CCCO | 7% | 50* | i | -4% | 71 | -8 | -3% | 13 | 29% | -11% | 2.7% | 65*
COc1ccc(NC(=O)C2CCCN(S(=O)(=O)c3c(C)[nH]c(=O)[nH]c3=O)C2)cc1 (stereo not given) | -6% | -9 | i | -10% | 45 | 22 | -5% | 0.1 | -1.5% | -8% | -0.3% | 2
O=C(C1CCCN(Cc2ccncc2)C1)N1CCc2ccccc2C1 (stereo not given) | 6% | 18 | i | -1% | 53 | 6 | 2% | -0.3 | -1.4% | 12% | 0.0% | -10
NC(=O)NC(=O)C(Nc1ccc(N2CCCCC2)cc1)c1ccccc1 (stereo not given) | -9% | x | x | 2% | 34 | x | 0% | -0.7 | 1.1% | -26% | 1.6% | x
COc1ccc(Cl)cc1NC(=O)C(C)Sc1nncn1C (stereo not given) | 0% | -1 | i | 8% | 65 | -1 | 3% | 0.7 | 0.9% | 0% | 0.0% | 4
Cn1cccc1/C=N/n1c(-c2ccc(Cl)cc2)n[nH]c1=S | 2% | 21 | i | -2% | 62 | -22 | -26% | 1.2 | 5.9% | -31% | 0.0% | 10
CC(=O)c1cnc2n(c1=O)CCS2 | -4% | 8 | i | 2% | 51 | 32 | -3% | -0.5 | -0.7% | -6% | 1.0% | -8
Cn1c(C(=O)N2CCN(Cc3ccccc3)CC2)cc2c(=O)n(C)c3ccccc3c21 | -7% | -2 | i | 2% | 55 | 5 | -6% | 0.0 | 0.1% | -2% | 1.2% | 0
Cn1c(Sc2ccccc2Cl)c(C=O)c2ccccc21 | 5% | 1 | i | -14% | 48 | -8 | 8% | 4.7 | 2.7% | 14% | 0.2% | 42
Cc1nc([N+](=O)[O-])c(C(=O)OCc2cccc(Br)c2)n1C | -5% | -8 | i | -1% | 54 | 0 | 2% | -1.1 | 2.1% | -11% | 0.2% | 21
Cc1c(C)c2c(OCC(=O)N[C@@H](Cc3ccccc3)C(=O)O)cc3c(c2oc1=O)CCC(C)(C)O3 | -17% | x | x | -8% | 80 | x | -7% | 7.6 | 1.8% | 37% | -4.6% | x
O=C(NCCCNC(=O)c1cnccn1)c1cccc(F)c1 | -4% | x | x | -12% | 40 | x | -6% | -2.4 | 2.0% | 2% | 0.5% | x
CC(=O)NC(Cc1ccccc1C)C(=O)NC1CCN(C(=O)c2ccc(C)cc2)CC1 (stereo not given) | 2% | 1 | + | 2% | 37 | 26* | -15% | 1.0 | 1.6% | 13% | -0.1% | 13
CCOc1ccc(CCNC(=O)c2sc3nc4n(c(=O)c3c2C)CCC4)cc1OCC | -3% | x | x | -9% | 65 | x | -3% | 0.6 | 1.5% | 7% | 1.4%[50 µM] | x
CC(C)N(Cc1ccccc1)C(=O)c1ccc2c(c1)OCO2 | -10% | x | x | -6% | 75 | x | -8% | 0.5 | 1.3% | 7% | -0.1% | x
CC1CCCCN1C(=O)c1ccc(OC2CCN(S(=O)(=O)N(C)C)CC2)cc1 (stereo not given) | -8% | 2 | i | 9% | 34 | -14 | -7% | 2.9 | 3.8% | -3% | -0.4% | -6
CCOc1ccccc1NC(=O)CSc1nnc2c(CC)c(C)nc(N)n12 | 6% | 15 | i | 6% | 56 | -2 | -12% | 1.1 | -1.7% | -1% | 4.2% | 1
CCOc1cc(C2C3=C(CC(C)(C)CC3=O)N(C)C3=C2C(=O)CC(C)(C)C3)ccc1O | -7% | x | x | -6% | 61 | x | -5% | -0.3 | 1.4% | -18% | 1.6% | x
COc1ccc(C2Nc3ccccc3C(=O)N2NS(=O)(=O)c2ccc(C)cc2)cc1 (stereo not given) | -4% | -9 | i | -10% | 24 | 14 | 2% | -1.2 | 0.5% | 12% | -1.0% | 10
CCN(CC)CCOC(=O)c1cccc(Br)c1 | -4% | -2 | i | -10% | 36 | 3 | -3% | -1.2 | 3.0% | 14% | 5.0% | -7
Cc1ccc(NC(=O)CSc2nnc(-c3ccncc3)s2)cc1 | -11% | x | x | 11% | 37 | x | 4% | 0.8 | 1.2% | 5% | -0.9% | x
CC1CCN(S(=O)(=O)c2ccc(NC(=O)CSc3ncccc3C(=O)O)cc2)CC1 | 1% | 5 | i | 8% | 54 | -1 | 1% | -1.0 | 0.7% | 5% | -0.2% | -19
COc1ccc(Cl)cc1Nc1nc2ccc(C)cc2n2cnnc12 | -5% | x | x | -22% | 72* | x | 3% | 46* | 0.9% | 32% | 0.4% | x
Cc1cc2c(SCC(=O)N3CCN(c4ccccc4)CC3)ncnc2s1 | x | x | x | x | 49 | x | -3% | 0.4 | -2.4% | x | 1.1%[50 µM] | x
Cc1cc(-c2c(C(=O)N3CCOCC3)c(C)nn2-c2ccccc2)no1 | -10% | x | x | 7% | 51 | x | 7% | -0.6 | 1.5% | 43% | 1.0% | x
O=C(NC(=S)NCCN1CCOCC1)c1ccccc1Cl | -12% | -4 | i | 9% | 74 | -24 | 2% | -3.6 | 0.9% | -6% | 4.2% | 8
COc1ccc(OC)c(C2C(C(=O)Nc3ccccc3OC)=C(C)Nc3nc(CCCO)nn32)c1 (stereo not given) | -2% | -1 | i | -2% | 48 | -1 | -4% | 1.1 | 0.2% | -4% | -2.3% | -6
CC(C)(C)NC(=O)COC(=O)c1ccccc1Oc1ccccc1 | -7% | x | x | -1% | 58 | x | -4% | 1.9 | 1.0% | 2% | 0.1% | x
COc1ccccc1OCc1nnc(SCC(=O)N2CCCCC2)o1 | -12% | x | x | 2% | 67 | x | -2% | 0.0 | x | 11% | 0.8% | x
C/C=C(/C)C(=O)O[C@H]1[C@@H](O)c2c(ccc3ccc(=O)oc23)OC1(C)C | -3% | -12 | i | -6% | 65 | 12 | -10% | 2.8 | 2.5% | 5% | -0.6% | -18
Cc1ccc(NC(=O)Nc2ccc([N+](=O)[O-])cc2)nc1 | -4% | 1 | i | -1% | 104 | 3 | -3% | 2.5 | 0.3% | 39% | -1.1% | 0
CC(C)(C)c1ccc(Cn2c(=O)cnc3ccccc32)cc1 | -3% | x | x | 5% | 49 | x | -5% | 8.9 | 0.0% | 7% | -1.2% | x
CSc1ccc(CN(C)C(=O)c2cc(S(=O)(=O)NCc3ccccc3)ccc2C)cc1 | x | x | x | x | 60 | x | -3% | 0.9 | 1.5% | x | -0.5%[50 µM] | x
CCOC(=O)c1ccc(-c2n[nH]c(=O)c3ccccc23)cc1 | 0% | 4 | i | 10% | 50 | 3 | 0% | 3.3 | 2.9% | 10% | 0.6% | 12
COc1ccccc1C(=O)Nn1cnc2ccccc2c1=O | -12% | 18 | i | 24% | 41 | -1 | -1% | 0.1 | 1.1% | u | 0.3% | 13
Fc1ccc(CN2CCN(C(c3ccccc3)c3ccccc3)CC2)cc1 | -2% | x | x | 11% | 52 | x | -9% | 5.7 | 0.3% | 1% | -0.6% | x
Cc1c(CCC(=O)NCCCn2ccnc2)c(=O)oc2cc3occ(C(C)(C)C)c3cc12 | -13% | x | x | 0% | 58 | x | -17% | -1.0 | 2.3% | 12% | 0.1% | x
COc1cccc(C(=O)NCCCNC(=O)c2cccc(OC)c2)c1 | -2% | x | x | 6% | 60 | x | 2% | 1.7 | 0.8% | 12% | -0.1% | x
CN(C1CCCCC1)S(=O)(=O)c1ccc(NC(=S)NC(=O)c2cccs2)cc1 | 3% | x | i | -10% | 63 | -26 | -9% | 8.5 | 2.2% | -21% | 5.1% | x
O=C(CCc1ccccc1)NC1CCSC1=O (stereo not given) | -9% | -4 | i | 16% | 100 | 7 | -7% | -1.1 | -0.4% | 3% | -0.1% | -15
Cc1ccc(CN(C(=O)Cn2nnc3ccccc32)C(C(=O)NCc2ccco2)c2cccs2)cc1 (stereo not given) | 1% | -14 | i | 4% | 55 | -7 | x | 3.6 | 14% | -4% | 0.1% | 8
CCN(CC)C(=O)CSc1ncnc2c1cnn2Cc1ccccc1 | -6% | 6 | i | 8% | 72 | -6 | 2% | -0.1 | 0.6% | 0% | 0.7% | 9
COc1ccc(-n2c(-c3ccc(Cl)cc3)c[n+]3c2CCCCC3)cc1 | -5% | x | x | -9% | 63 | x | 1% | 0.6 | 14% | 5% | 0.1% | x
O=C1OC(/C=C/c2ccc(Cl)cc2)=NC/1=C/c1ccco1 | -4% | 2 | i | 4% | 74 | -4 | -1% | 0.9 | 1.4% | 13% | 0.1% | -14
COCCCn1c(=N)c(C(=O)NC2CCCCC2)cc2c(=O)n3ccccc3nc21 | -84% | -7 | i | -5% | 41 | 3 | 2% | 3.9 | 0.0% | 30% | -0.3% | -4
COc1ccc(CCN(C)c2ccc(S(=O)(=O)N3CCCC3)cc2[N+](=O)[O-])cc1OC | -1% | 1 | i | -5% | 51 | 17 | -1% | -1.5 | 17% | 0% | 4.4% | 18
CCC1CCCCN1C(=O)CCc1nnc(Cc2cc(OC)ccc2OC)o1 (stereo not given) | -4% | x | x | -13% | 59 | x | 6% | 0.2 | 1.3% | 6% | 0.0% | x
COc1ccc(CCN(C)C(=O)/C=C/c2c(Cl)nc3ccccn23)cc1OC | -6% | 11 | i | -7% | 37 | -7 | -5% | 2.5 | 5.5% | 7% | 8.4% | 7
COc1ccc(S(=O)(=O)N2CCN(c3ccc4nnc(-c5ccccc5)n4n3)CC2)cc1 | -6% | -5 | i | -2% | 42 | 8 | -4% | 15 | 25% | 4% | -1.2% | 1
O=C(CNS(=O)(=O)c1ccccc1)NCc1ccccn1 | -1% | 5 | i | -4% | 73 | -5 | -5% | 0.0 | 1.1% | 22% | 1.7% | -9

# This is a random part of the collection, and some 2.6% of all compounds hit somewhere here.
